RGS4 inh: human RGS4 inhibition; 390,000 tested, 0.039% active; Potency, µM (titrated, usually from 114 µM), for inactives: at the highest dose activity change, negative = inhibition, actives largely listed as inhibitors; Transcreener GDP fluorescence polarization, RGS4-accelerated GTP hydrolysis; P49798; further: on the % scale 0 is the no-effect control and ±100 the full control effect; nearly all actives have a fitted effect of over 75% in size; some results filed as inactive show a strong effect at the top dose
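MLSMR compounds (23 nl, pin-transferred) preincubated 10 min at room temperature with a 500nM (2x) first reagent, then RGS4 at 900nM (2x) plus Transcreener GDP mix added; fluorescence polarization (620/688 nm) read before and after 90 min at 30 °C.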
IDH1 R132H inh: human IDH1 R132H inhibition; 390,000 tested, 0.093% active; AID 602179; Potency, µM (highest dose often 76.6 µM), for inactives: at the highest dose activity change, negative = inhibition, hits mostly inhibitors; IDH1-R132H enzyme, NADPH consumption, diaphorase/resazurin fluorescence; further: on the % scale 0 is the no-effect control and ±100 the full control effect; nearly all actives have a fitted effect of over 65% in size
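IDH1-R132H (0.5 ug/mL) preincubated 30 min with compound, then NADPH (0.016 mM) and alpha-KG (2 mM) added; 80 min at RT, pH 7.5. Remaining NADPH coupled via diaphorase/resazurin to fluorescence (540/590 nm); concentration-response curves normalized to no-enzyme control.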
USP1-UAF1 inh: inhibitors of human USP1/UAF1 deubiquitinase. Potency, µM (highest dose often 57.1 µM), without a hit: at the top dose activity change, negative = inhibition, most hits filed as inhibitors. 390,000 tested, 0.23% active. recombinant USP1/UAF1, Ub-Rhodamine cleavage fluorescence. AID 743255; further: on the % scale 0 is the no-effect control and ±100 the full control effect; nearly all actives have a fitted effect of over 60% in size; inactives centre near -12
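1 nM enzyme complex + cpd, 15 min RT; start with Ub-Rho 150nM final; kinetic fluorescence ex 480/em 540, 6 reads q60 s. Buffer 50mM HEPES pH 7.8, 0.5mM EDTA, 0.1 mg/ml BSA, 1mM TCEP, 0.01% Tween-20.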
12-LOX inh: ALOX12 (human) lipoxygenase inhibition; purified 12hLO, xylenol orange hydroperoxide absorbance; AID 1671190; Potency, µM (doses to about 108 µM), for inactives: top-dose activity change, negative = inhibition, actives largely listed as inhibitors; P18054; 580,000 tested, 1.1% active; further: on the % scale 0 is the no-effect control and ±100 the full control effect
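Purified human 12hLO (150 nM final) in 25 mM Hepes, 0.01% Triton X-100, pH 7.0 was preincubated 15 min at room temperature with compound. Then 40 uM arachidonic acid was added, 30 min. Hydroperoxide was read by Fe-XO absorbance ratio 573/405 nm.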
TrxR1 inh: blocks rat thioredoxin reductase 1; O89049; recombinant rTrxR1, NADPH fluorescence consumption, selenite substrate; Potency, µM (doses to about 114 µM), for the others: at the highest dose activity change, negative = inhibition, hits mostly inhibitors; 390,000 tested, 1% active; AID 588453; further: on the % scale 0 is the no-effect control and ±100 the full control effect; nearly all actives have a fitted effect of over 65% in size
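Rat TrxR1 (90 nM in the dispensed reagent) was pre-reduced with 400 uM NADPH for 5 min at room temperature, then incubated with compound for 15 min. After 400 uM selenite was added, NADPH fluorescence (Ex 340/Em 450 nm) was followed for 8 min.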
TrxR1 substrate: rat thioredoxin reductase 1 substrate activity. O89049. purified TrxR1 substrate turnover, NADPH consumption readout. Potency, µM (top dose mostly 114 µM), for the others: top-dose activity change, negative = substrate turnover. 390,000 tested, 0.01% active; further: on the % scale 0 is the no-effect control and ±100 the full control effect; nearly all actives have a fitted effect of over 50% in size
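Rat TrxR1, dispensed at 90 nM, was prereduced with 400 uM NADPH (final) for 5 min at ~22 deg C, then incubated with compound 15 min before 400 uM selenite. A first-read NADPH fluorescence drop versus no-compound background flagged substrates.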
RXFP1 ag: agonists of human relaxin receptor RXFP1; HEK293T-RXFP1 cAMP TR-FRET, 30 min; response scale: percent of porcine relaxin response, buffer zero; Potency, µM (top dose mostly 57.5 µM), without a hit: at the top dose activation, most hits filed as activators; 370,000 tested, 0.3% active; further: on the % scale 0 is the no-effect control and ±100 the full control effect; nearly all actives have a fitted effect of over 60% in size; many of its hits are not listed in these tables
Target sequence (Q9HBX9 whole entry, looked up): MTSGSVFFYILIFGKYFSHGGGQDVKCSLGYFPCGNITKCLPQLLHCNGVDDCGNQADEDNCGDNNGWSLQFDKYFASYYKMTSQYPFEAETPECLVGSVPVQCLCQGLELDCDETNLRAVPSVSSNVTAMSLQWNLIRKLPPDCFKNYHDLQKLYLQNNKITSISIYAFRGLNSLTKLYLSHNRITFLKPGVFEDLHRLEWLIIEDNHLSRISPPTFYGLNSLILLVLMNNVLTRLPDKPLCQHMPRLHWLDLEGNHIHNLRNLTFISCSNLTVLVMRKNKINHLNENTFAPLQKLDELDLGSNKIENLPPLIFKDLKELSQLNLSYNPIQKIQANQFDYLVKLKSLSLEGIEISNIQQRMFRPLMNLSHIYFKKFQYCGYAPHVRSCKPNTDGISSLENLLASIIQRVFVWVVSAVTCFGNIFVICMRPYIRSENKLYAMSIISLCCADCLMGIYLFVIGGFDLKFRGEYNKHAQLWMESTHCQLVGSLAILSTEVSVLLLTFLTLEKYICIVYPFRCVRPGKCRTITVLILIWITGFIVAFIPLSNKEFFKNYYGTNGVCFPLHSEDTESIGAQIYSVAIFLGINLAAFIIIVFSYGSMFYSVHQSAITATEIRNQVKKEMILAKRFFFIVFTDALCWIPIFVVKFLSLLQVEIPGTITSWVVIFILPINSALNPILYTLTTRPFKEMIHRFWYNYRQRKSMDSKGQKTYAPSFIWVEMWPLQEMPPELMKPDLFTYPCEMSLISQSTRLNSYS
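Agonist response is measured as cAMP accumulation in an RXFP1-transfected HEK293T line under PDE4 inhibition. Values are scaled between buffer-only and 29 nM porcine relaxin, and EC50s come from standard Hill equation fits.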
Vif-A3G inh: Vif-A3G binding inhibition. Potency, µM (top dose mostly 46.1 µM), without a hit: top-dose activity, negative = active, most hits filed as inhibitors. Q9HC16. 410,000 tested, 0.076% active. HeLa A3G-eYFP + Vif (tagged APOBEC3G with the HIV-1 protein that degrades it), YFP fluorescence, overnight;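 further: on the % scale 0 is the no-effect control and ±100 the full control effect; nearly all actives have a fitted effect of over 60% in size; hits raise eYFP signal because A3G escapes Vif-driven loss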
Target sequence (Q9HC16 whole entry, looked up): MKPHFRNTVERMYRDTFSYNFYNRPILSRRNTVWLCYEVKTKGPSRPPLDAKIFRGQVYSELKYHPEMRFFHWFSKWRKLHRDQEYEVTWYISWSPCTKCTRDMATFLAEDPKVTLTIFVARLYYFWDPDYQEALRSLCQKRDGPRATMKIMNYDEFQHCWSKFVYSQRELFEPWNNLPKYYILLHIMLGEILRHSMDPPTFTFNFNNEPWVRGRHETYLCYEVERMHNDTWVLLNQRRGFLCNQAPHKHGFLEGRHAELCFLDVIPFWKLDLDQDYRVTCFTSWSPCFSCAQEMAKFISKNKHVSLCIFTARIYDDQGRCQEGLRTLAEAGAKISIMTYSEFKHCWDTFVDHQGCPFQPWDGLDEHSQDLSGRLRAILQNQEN
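Read-out is eYFP fluorescence (Ex 488/Em 500-530) from Vif-expressing HeLa A3G-eYFP cells; more signal means A3G escaped Vif-mediated degradation. Cells plated overnight, compound pinned in, incubated overnight at 37 deg C.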
Vif-A3F inh: blocks the Vif interaction with APOBEC3F; Potency, µM (doses to about 46.1 µM), for the others: top-dose activity, negative = active; HeLa A3F-eYFP + Vif (tagged APOBEC3F with the HIV-1 protein that degrades it), YFP fluorescence increase; 390,000 tested, 0.2% active; AID 602313; further: % of control where 0% means no effect; nearly all actives have a fitted effect of over 65% in size
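HeLa cells stably expressing Vif plus C-terminally eYFP-tagged A3F were seeded, incubated overnight at 37 deg C, dosed with compound, incubated overnight again at 37 deg C. Yellow fluorescence (Ex 488/Em 500-530) reported blocked Vif-mediated A3F-eYFP degradation.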
* hit, by the source's call; ? = inconclusive; . = not tested or not shown; & = joins results of further samples; ! = not active in a repeat; [ ] = dose if it differs, or a comment. The call rests on the fitted dose curve; in most records, active means well fitted curve in the direction sought with a large enough effect; inconclusive means small, poorly fitted or top-dose-only effect, or another doubt; inactive means no such curve, though single readings can be large; an effect the other way counts as inactive or inconclusive. Potency means the concentration at half of the fitted maximal effect. This is a subset; rates above refer to the full screens.

SMILES	RGS4 inh	IDH1 R132H inh	USP1-UAF1 inh	12-LOX inh	TrxR1 inh	TrxR1 substrate	RXFP1 ag	Vif-A3G inh	Vif-A3F inh
C=CCN1C(=O)C(Cc2cccc(Cl)c2)S/C1=N/N=C/c1ccco1 (stereo not given)	-21%	6%	-14%	-20%	-4%	-3%	0.0%	-6%	2%
CCN=C1SC(C(N)=O)CC(=O)N1CC (stereo not given)	-8%	7%	-8%	0%	1%[57.1 µM]	9%[57.1 µM]	-0.1%	0%	-1%
CCOc1ccc(-c2ncnn2-c2sc3c(c2C#N)CCCCC3)cc1	-8%	-8%	?	?	4%	-5%	0.1%	4%	2%
CN(CC(=O)Nc1ccccc1Cl)CC(=O)Nc1cccc2ccccc12	26%	0%	-8%	451%[activator]	7%	-1%	.	2%	2%
COc1ccc2c(c1)CC(C(=O)NCCN1CCN(c3cccc(Cl)c3)CC1)CO2 (stereo not given)	-6%	2%	-11%	?	20%[57.1 µM]	8%[57.1 µM]	2.8%	0%	-10%
Cn1c(=O)c(=O)n(C)c2cc(NS(=O)(=O)c3ccc(Br)cc3)c(Cl)cc21	3%	-7%	-26%	?	7%	-8%	11%	-1%	1%
COc1ccccc1N1CCN(Cc2cccc(OC)c2OC)CC1	-8%	5%	-22%	-32%	14%	3%	3.1%	-3%	-8%
CCc1ccc2c(CN3CCC(C(=O)OC)CC3)cc(=O)oc2c1	13%	-2%	-22%	22%	4%	0%	-1.7%	-7%	4%
Cc1ccc(-n2c(=O)c3c4c(sc3n(CC(=O)c3ccc(Cl)cc3)c2=O)CCC4)cc1C	-13%	20%	-17%	?	13%	-4%	-2.3%	5%	-2%
O=C(COc1ccccc1)Nc1nn[nH]n1	-22%	4%	-14%	?	-2%[57.1 µM]	11%[57.1 µM]	1.2%	0%	0%
O=C(CSC1CC(=O)N(CCc2ccccc2)C1=O)Nc1ccc(Br)cc1 (stereo not given)	14%	2%	-4%	?	1%	-1%	3.4%	2%	-5%
Cc1ccc(-c2nc(CS(=O)CC(=O)NCc3ccccn3)c(C)o2)cc1 (stereo not given)	-14%	-2%	-14%	-9%	?	-1%[57.1 µM]	0.8%	-2%	1%
O=C(C1CCCO1)N1CCN(C(=S)Nc2cccc(F)c2)CC1 (stereo not given)	7%	2%	2%	5%	-15%	-4%	-2.3%	-2%	9%
O=c1[nH]c(-c2ccccc2)c(-c2ccccc2)nc1[N+](=O)[O-]	3%	-2%	-17%	-23%	4%	-4%	8.9%	1%	-17%
N#Cc1cccc(C(c2nnnn2CCc2ccccc2)N2CCN(C3CCCCC3)CC2)c1 (stereo not given)	-15%	0%	-2%	3%	5%	-7%	-1.0%	0%	3%
CCc1ccc(NC(=O)CC2C(=O)N(c3ccc(C)cc3)C(=O)N2C2CCCC2)cc1 (stereo not given)	-5%	3%	-32%	-18%	4%	-1%	0.6%	2%	-2%
CCCn1c(NC(=O)CN2C(=O)NC3(CCCCC3)C2=O)nc2ccccc21	-17%	-7%	-18%	3%	9%	4%	0.8%	-15%	-15%
CCn1cc(NC(=O)Nc2ccc(OC)c(OC)c2)c(C(N)=O)n1	-25%	4%	-20%	-2%	3%	1%	0.8%	1%	-2%
CN(C)c1nc(F)c(F)c(S(=O)(=O)c2ccccc2)c1F	2%	5%	-11%	-1%	-23%[57.1 µM]	6%[57.1 µM]	-2.4%	1%	1%
O=C(O)CN(Cc1ccco1)S(=O)(=O)c1ccc(F)cc1	-29%	4%	-16%	-2%	-1%	0%	1.2%	0%	-9%
CN1CCc2cccc3c2[C@H]1Cc1ccc(O)c(O)c1-3	?	9%&5%&2%	-11%&-24%&8%	1.4µM*!	22µM*	10%&16%&-1%	-3.4%&-5.8%	0%&-5%&-2%	4%&-12%&-2%
Nc1nc(N2CCOCC2)nc(N(c2ccccc2)c2ccccc2)n1	7%	9%	-26%	6%[57.4 µM]	-9%	-3%	0.9%	-5%	-1%
CCn1c(CSc2ncn[nH]2)nc2cc(C(=O)O)ccc21	-26%	0%	-15%	-27%	9%	2%	-0.6%	3%	2%
COCCCNC(=O)c1c(-c2ccccc2)c(-c2ccccc2)nn(C)c1=O	4%	-11%	-18%	-18%	10%	2%	-0.1%	1%	3%
Cc1ccc(OCC(=O)c2c(N)n(C)c(=O)n(C)c2=O)c([N+](=O)[O-])n1	-27%	7%	?	8%	-18%	-2%	6.9%	-10%	2%
CC(=O)NC12CC3CC(C1)CC(C(=O)N(C)CC(=O)Nc1ccc(F)c(F)c1F)(C3)C2	3%	-3%	-14%	334%[activator]	11%	-5%	-3.0%	0%	7%
COc1cccc(NC(=O)c2c(C)cc(C)cc2CC(C)(C)C(=O)O)c1	7%	1%	-7%	125%[activator]	26%	9%	0.0%	2%	3%
COc1ccc(-n2c(SCC(=O)Nc3ccc(Cl)c(C)c3)nc3n[nH]c(C)c3c2=N)cc1	22%	3%	-5%	-8%	10%[57.1 µM]	1%[57.1 µM]	0.8%	-16%	-1%
Cc1ccn2c(=O)nc(SCC(=O)NCc3ccccc3)nc2c1	-5%	3%	-22%	1%	-10%	-2%	3.8%	-5%	4%
CSc1nsc(SCC(=O)Nc2ccccc2F)n1	23%	14%	-6%	-12%&4%	26%[57.1 µM]	-8%	1.2%	-1%	-2%
O=C(N[C@@H](Cc1ccccc1)C(=O)N[C@@H](Cc1ccccc1)C(=O)O)OCc1ccccc1	0%	-6%	-18%	0%	8%[57.1 µM]	9%[57.1 µM]	-0.1%	-5%	-5%
CCC(=O)Nc1cccc2cccnc12	1%[56.9 µM]	4%	-18%	33%	23%	7%	-0.2%	2%	2%
Cc1cc(C)c(C)c(OCCCn2ccnc2)c1	-14%	13%	-16%	?	-9%	-5%	0.5%	-2%	-1%
O=C(Nc1ccc(N2CCOCC2)cc1)C1CC1	-12%[56.9 µM]	2%	-7%	-10%	0%	2%	2.5%	-1%	-4%
O=C(Nc1ccc(N2CCCC2=O)cc1)c1cccc(F)c1	-10%	12%	6%	-6%[57.4 µM]	28%	17%	-1.3%	0%	-7%
O=C1CSC(c2ccccn2)N1c1ccc2ccccc2c1 (stereo not given)	-1%	9%	-16%	?	-7%	-7%	-0.3%	0%	-9%
O=C(OCc1ccc(Br)cc1)c1ccncc1	14%	2%	-4%	-9%	?	0%	-1.0%	0%	2%
CC(C)OCCCn1c(=O)c2ccccc2n2c(-c3ccc(F)cc3)nnc12	13%	-3%	?	-2%	4%	-1%	-5.2%	-3%	-9%
Cn1c(-c2ccc(C=O)s2)nc2c3ccccc3c3ccccc3c21	-33%	10%	-4%	1%	-13%	-1%	29%	1%	?
COC(=O)c1ccc(-c2ncc[nH]2)cc1	9%[56.9 µM]	5%	5%	5%	141%[activator]	332%[activator]	4.0%	-2%	7%

Compounds listed so far that have a furan ring, fused or not (2):
SMILES	RGS4 inh	IDH1 R132H inh	USP1-UAF1 inh	12-LOX inh	TrxR1 inh	TrxR1 substrate	RXFP1 ag	Vif-A3G inh	Vif-A3F inh
C=CCN1C(=O)C(Cc2cccc(Cl)c2)S/C1=N/N=C/c1ccco1 (stereo not given)	-21%	6%	-14%	-20%	-4%	-3%	0.0%	-6%	2%
O=C(O)CN(Cc1ccco1)S(=O)(=O)c1ccc(F)cc1	-29%	4%	-16%	-2%	-1%	0%	1.2%	0%	-9%

Remaining list, next part
SMILES	RGS4 inh	IDH1 R132H inh	USP1-UAF1 inh	12-LOX inh	TrxR1 inh	TrxR1 substrate	RXFP1 ag	Vif-A3G inh	Vif-A3F inh
CNC(=O)C(=O)Nc1c(C)cc(C)cc1C	-4%	-1%	-16%	-7%	-8%	-5%	2.0%	-3%	-8%
COC(=O)c1ccc(CNC(=O)COC(=O)CCN2C(=O)C3CC=CCC3C2=O)cc1 (stereo not given)	4%	-7%	-1%	-23%	22%	-7%[57.1 µM]	0.5%	0%	-34%
CC1(C)Cc2ccccc2C(=NC(Cc2c[nH]c3ccccc23)C(=O)O)N1 (stereo not given)	6%	7%	-29%	-24%	10%	7%	-1.4%	-13%	-10%
COc1ccc2[nH]c3c(c2c1)CC(C)NC3=O (stereo not given)	4%	1%	-3%	-6%	26%	175%[activator]	6.2%	4%	15%
CSCC(=O)N1CCCC(CNC(=O)c2ccccc2Cl)C1 (stereo not given)	12%	4%	-21%	2%	30%[57.1 µM]	13%[57.1 µM]	0.3%	-11%	8%
Nc1c(C(=O)Nc2ccc(Br)cc2)sc2nc(N3CCOCC3)c3c(c12)CCCC3	.	-5%	?	-3%	.	.	.	-1%	0%
CCN=C1SC(CC(=O)Nc2ccccc2)C(=O)N1CC (stereo not given)	-5%&-18%	3%&1%	?	0%	4%[57.1 µM]	-9%[57.1 µM]	-0.9%	2%&-1%	6%&-7%
Oc1c(C(c2ccccc2Cl)N2CCCC2)sc2nc(-c3ccco3)nn12 (stereo not given)	-18%	-17%	8%	?	17%[57.1 µM]	5%[57.1 µM]	2.9%	-18%	1%
CC(C)C(NC(=O)c1ccc(Cl)cc1)C(=O)NCC1CCCO1 (stereo not given)	-8%	-6%	-25%	6%	8%	4%	1.7%	-4%	8%
CCOc1ccccc1NC(=O)c1ccccc1NC(=O)c1ccco1	0%	4%	-21%	-12%	2%	-2%	7.7%	-11%	0%

Bioassay records deposited in PubChem BioAssay by National Center for Advancing Translational Sciences (NCATS).
